Hsp70 activator: switches on Hsp70 transcription; HeLa Hsp70 promoter luciferase reporter, luminescence; scaled: vehicle 0, proteasome-inhibitor control 100%; activation, % at 10 µM; hit rate 0.04% among 200,000;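 active = activation above the mean across all tested compounds plus 3 SD, cutoff set per campaign, cut at about 5.5% in these data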;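 also: 100% = MG132 at 30 µM as the positive control and 0% = DMSO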
NF-kB expr up: compounds increasing NF-kB expression in human neuronal cells; hit rate 1.6% among 190,000; NF-kB reporter expression; stronger effect = higher value; fold change at 12.5 µM; in the data active = fold change above about 3.3
APP 5'UTR act: activates APP 5'UTR luciferase reporter | SH-SY5Y APP 5'UTR luciferase reporter, luminescence; zero percent = DMSO vehicle wells | activation, % at 2 µM | hit rate 1% among 190,000;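 active = activation above a set limit, based on mean plus 3 SD of controls, cut at about 140% in these data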; also: values of inactives mirror those of a sister screen read the other way
Efa HMGR inh: inhibitors of class II HMG-CoA reductase from Enterococcus faecalis; purified E. faecalis HMGR, NADPH absorbance 340 nm kinetic; inhibition, % at 10 µM; hit rate 0.41% among 190,000;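 active = inhibition above a set limit, the median over all tested compounds plus 3 SD, cut at about 9.5% in these data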;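 also: enzyme runs in reverse so mevalonate oxidation gives rising NADPH absorbance; 0% = complete reaction with DMSO and 100% = background rate lacking mevalonate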
STAT1 inh: STAT1 signaling inhibition. inhibition, % at 5.5 µM. AID 920. NIH 3T3 STAT1-luciferase reporter, IFN-gamma, luminescence. hit rate 0.35% among 200,000;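 active = inhibition above a set limit, the mean inhibition across all tested compounds plus 3 SD, cut at about 34% in these data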;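 also: 0% = IFN-gamma with DMSO and 100% = IFN-gamma with 300 µM nifuroxazide; values of inactives mirror those of a sister screen read the other way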
STAT1 act: STAT1 signaling activation; NIH 3T3 STAT1-luciferase reporter, IFN-gamma, luminescence; 100% = IFN-gamma alone, no compound; activation (% of control), % at 5.5 µM; hit rate 2.6% among 200,000; AID 932;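 active = activation above the screen-wide mean activation plus 3 SD, cut at about 130% in these data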;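 also: raw ratio to IFN-gamma control signal so 100% means no change and 0% no light; values of inactives mirror those of a sister screen read the other way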
TLR4 MyD88 comp: TLR4-MyD88 interaction inhibition in cells | O00206+Q99836 | HeLa CL3-4 TLR4/MyD88 BLA complementation, FRET ratio | inhibition, % at 8.4 µM | hit rate 0.18% among 200,000; in the data active = inhibition above about 25%;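 also: 0% = vehicle and 100% = reference inhibitor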
Target sequence (O00206 whole entry, looked up): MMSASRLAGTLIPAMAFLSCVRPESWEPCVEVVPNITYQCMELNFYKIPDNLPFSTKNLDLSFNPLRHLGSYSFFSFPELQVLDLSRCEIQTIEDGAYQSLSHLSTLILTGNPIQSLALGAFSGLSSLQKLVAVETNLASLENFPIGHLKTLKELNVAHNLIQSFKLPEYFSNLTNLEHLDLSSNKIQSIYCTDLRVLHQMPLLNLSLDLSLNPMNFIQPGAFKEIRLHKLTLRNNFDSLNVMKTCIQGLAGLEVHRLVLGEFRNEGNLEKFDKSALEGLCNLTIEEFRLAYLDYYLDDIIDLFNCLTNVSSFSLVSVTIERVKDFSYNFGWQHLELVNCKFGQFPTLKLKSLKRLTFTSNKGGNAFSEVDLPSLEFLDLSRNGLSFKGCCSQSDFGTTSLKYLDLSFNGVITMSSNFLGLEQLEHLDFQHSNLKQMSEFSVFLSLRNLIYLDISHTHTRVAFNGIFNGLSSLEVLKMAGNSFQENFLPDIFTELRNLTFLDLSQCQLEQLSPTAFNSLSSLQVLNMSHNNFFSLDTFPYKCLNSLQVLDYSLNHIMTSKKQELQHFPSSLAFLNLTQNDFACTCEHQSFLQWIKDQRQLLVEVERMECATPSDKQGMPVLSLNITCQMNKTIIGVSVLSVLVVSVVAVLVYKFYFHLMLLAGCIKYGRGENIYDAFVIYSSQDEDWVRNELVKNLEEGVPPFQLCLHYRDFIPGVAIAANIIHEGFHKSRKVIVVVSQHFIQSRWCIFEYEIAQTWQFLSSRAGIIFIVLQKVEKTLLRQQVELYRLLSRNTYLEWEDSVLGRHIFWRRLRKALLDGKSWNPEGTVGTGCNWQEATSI
Target sequence (Q99836 whole entry, looked up): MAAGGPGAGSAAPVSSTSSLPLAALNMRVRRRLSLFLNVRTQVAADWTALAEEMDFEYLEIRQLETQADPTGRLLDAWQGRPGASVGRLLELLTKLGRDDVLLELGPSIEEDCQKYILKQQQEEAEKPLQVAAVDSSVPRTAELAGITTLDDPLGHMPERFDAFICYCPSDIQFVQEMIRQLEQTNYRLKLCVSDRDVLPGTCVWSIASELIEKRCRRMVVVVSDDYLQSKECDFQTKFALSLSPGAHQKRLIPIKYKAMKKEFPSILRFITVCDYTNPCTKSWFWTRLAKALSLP
STAT3 activator: increases IL-6 driven STAT3 reporter signal; activation (% of control), % at 5.6 µM; U3A cells, IL-6 STAT3-luciferase reporter, luminescence; 100% = signal with IL-6 EC80 alone; hit rate 0.91% among 190,000;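 active = activation above the screen-wide mean of compound activation plus 3 SD, cut at about 130% in these data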;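 also: 0% = background luminescence of wells with medium and substrate only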
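Material: STAT1-lacking human U3A cells, STAT3 luciferase reporter | Benchmarks: IL-6-only wells as 100% reference | Probe or stimulus: IL-6 (33 ng/mL) | Timing: Compound 1 h, then IL-6 6 h at 37 °C | Detection: Luminescence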
STAT3 inh: inhibitors of IL-6 induced STAT3 signaling | AID 862 | hit rate 0.89% among 190,000 | U3A cells, IL-6 STAT3-luciferase reporter, luminescence; host cell line lacks STAT1 | inhibition, % at 5.5 µM;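 active = inhibition above the mean inhibition across all screened compounds plus 3 SD, cut at about 44% in these data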;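 also: 0% = DMSO only wells and 100% = 100 µM nifuroxazide control wells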
DTT redox prof: compounds producing H2O2 with reducing agent – biochemical, NIH compound library profiling, artefact control for MLSCN library redox annotation, primary screen; DTT-dependent redox cycling H2O2, phenol red/HRP absorbance; 100% = 100 µM peroxide control, 0% = buffer; activation, % at 10 µM; hit rate 0.03% among 200,000;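 active = activation of at least 50% relative to the plate's high and low controls in the primary single-dose screen; inactive = activation below 50%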;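 also: compound incubated with DTT at 0.8 mM final as the reducing agent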
The depositor's hits bear a star; x = not tested or not shown. Compounds as they come; 5.6% or so of the library scored in one or more.

item	structure	STAT3 inh	TLR4 MyD88 comp	APP 5'UTR act	STAT3 activator	Hsp70 activator	NF-kB expr up	DTT redox prof	Efa HMGR inh	STAT1 inh	STAT1 act
1	COc1cccc(OCCNC(=O)c2ccccc2Sc2ccccc2C#N)c1	5	1	9	95	-0.2	0.81	-0.2	-3	-3	103
2	C/C(=N\OCC(=O)NC(C)C)c1cccs1	0	-3	22	103	-0.2	1.2	-1.9	-4	-5	103
3	Cc1cc(Cl)c(OCCCN(C)C)c(Br)c1	7	6	10	96	-0.3	1.1	-0.2	-1	4	97
4	O=C(N/N=C/C=C\c1ccco1)c1cccs1	5	-17	24	101	-0.1	2.1	0.9	0	-35	130*
5	CC(C)(C)NC(=O)C1N(c2cccnc2)C(=O)C2C(C(=O)Nc3ccccc3F)C3(C)C=CC21O3 (configuration not stated)	6	-6	4	98	-0.2	1.2	1.2	-3	-13	112
6	O=C1C2CC=CCC2C(=O)N1c1ccc(NCCc2cccc(F)c2)c([N+](=O)[O-])c1 (configuration not stated)	-6	-12	5	102	-0.3	1.1	-0.2	1	-4	104
7	O=C(NCc1ccccc1)c1ccc(Br)cc1	-7	-3	22	110	-0.2	1.2	-0.8	-6	-2	100
8	Cc1ccc2nsnc2c1S(=O)(=O)N1CCOCC1	11	4	-14	97	-0.2	1	-0.1	-8	0	100
9	COc1cccc(CNc2cccc3cccnc23)c1O	-9	4	19	110	0.1	0.44	1.6	-4	4	92
10	N/C(=N\OC(=O)Cc1ccc(Cl)cc1)c1ccncc1	11	-12	-3	95	-0.3	1.2	-0.1	-10	2	97
11	COc1ccc(C)cc1S(=O)(=O)n1ccnc1C	3	8	-18	99	0.5	1.1	1.0	1	-1	99
12	Cn1c(NCc2c(O)ccc3ccccc23)nc2ccccc21	-5	-8	-11	110	-0.1	0.83	-0.2	-1	-2	102
13	CCC(C)NCCCOc1cc(Cl)ccc1Cl (configuration not stated)	16	-1	3	91	-0.2	1.4	-1.0	-3	-3	103
14	CCNC(=S)Nc1ccc2ncoc2c1	3	-1	2	101	-0.3	1.1	-0.9	-3	-6	104
15	COc1ccccc1-n1c(CNC(=O)c2cccc([N+](=O)[O-])c2C)n[nH]c1=S	0	-7	9	101	0.1	1.1	-0.1	-2	-8	107
16	COc1ccc(C)cc1NC(=O)C1CCN(C(=O)Cc2ccccc2)CC1	15	2	-2	92	-0.5	0.97	-0.3	4	-5	104
17	COc1cc(N2CCCC2)c(OC)cc1/C=C1/NC(=S)NC1=O	9	13	-23	94	-0.2	1	-0.5	-4	-13	112
18	O=C(Cc1c(F)cccc1Cl)c1ccc(O)cc1O	11	-4	10	95	-0.2	1.1	0.0	-1	1	99
19	COc1ccc2cc(C(=O)C3CCCN(Cc4ccccn4)C3)ccc2c1 (configuration not stated)	2	13	-16	102	-0.2	1.3	-0.1	-5	-9	107
20	Cc1cc(C(=S)N2CCOCC2)c(C)n1-c1ccc(Cl)cc1	-1	-2	-5	103	-0.3	1	-0.1	-1	-3	102
21	COc1cc(CNc2nnnn2C)ccc1OCc1ccc(F)cc1Cl	20	-10	-13	89	-0.3	0.89	-0.2	-1	-1	99
22	COc1cc([N+](=O)[O-])cc2cc(C(=O)N3CCCC3)c(=O)oc12	5	14	15	97	-0.3	1.5	0.5	0	2	97
23	CCCOc1ccccc1C1NC(=O)NC(C)=C1C(=O)OCCOCC (configuration not stated)	6	-6	-6	102	-0.3	1.1	2.5	1	-2	102
24	O=C(COc1ccc(C(=S)N2CCC(Cc3ccccc3)CC2)cc1)N1CCOCC1	3	-10	-2	103	0.3	0.93	0.8	0	-7	104
25	CC(=O)N1CCN(C(=O)c2ccc(-n3c(C)ccc3C)cc2)CC1	-3	9	1	102	-0.5	1.3	0.4	0	-4	104
26	O=C(O)CC(NC(=O)C(c1ccccc1)c1ccccc1)c1ccco1 (configuration not stated)	13	-11	6	93	-0.2	1.1	2.9	-5	1	99
27	CCOC(=O)c1c(N)sc2c(OCC)c(Br)ccc12	16	21	20	89	-0.4	1.3	-0.4	-4	-1	99
28	CSc1nsc(SCC(=O)N2CCCCC2)n1	16	-12	8	88	0.2	2	-0.8	-1	-34	130*
29	O=C1CCCN1c1ccc(CNS(=O)(=O)c2ccc(F)cc2)cc1	8	-6	-5	94	-0.3	1.1	-0.1	1	2	98
30	Cc1ccc(-n2c(=O)c3c4c(sc3n3c(C)nnc23)COC(C(C)C)C4)cc1 (configuration not stated)	13	5	9	93	-0.5	x	2.6	x	4	96
31	N#CC1(C#N)[C@@H](C(=O)C23CC4CC(CC(C4)C2)C3)C12CCOCC2	-3	-14	9	101	-0.4	1.2	0.3	-1	2	98
32	O=C(Nc1ccc(F)c(Cl)c1)c1ccc2c(=O)n3c(nc2c1)CCCCC3	27	13	130	80	0.4	1.9	-0.2	3	-29	126
33	CCCOc1ccccc1C1CC(=O)Nc2cc3c(cc21)OCO3 (configuration not stated)	43	8	-92	66	-0.2	3.7*	0.7	-1	13	88
34	O=C(N/N=C/c1cccnc1)/C(=C\c1cccs1)NC(=O)c1ccccc1	-2	-7	16	100	-0.5	0.97	0.0	2	0	102
35	CCOC(=O)N1CCC(n2c(=S)[nH]c3ccccc3c2=O)CC1	4	2	x	97	-0.4	1.1	7.7	-2	5	97
36	COc1ccc(NC(=O)Cc2c(O)c3ccccc3[nH]c2=O)cc1	2	6	2	102	0.5	1.4	-4.7	-7	5	95
37	O=C(NCC1CCCO1)C(c1ccccn1)N(Cc1ccccc1Cl)C(=O)CN1C(=O)c2ccccc2S1(=O)=O (configuration not stated)	1	12	15	102	-0.1	1.2	-0.6	-2	-2	100
38	COC(=O)C1(C(=O)OC)NOC2C(=O)N(c3ccc(Cl)cc3Cl)C(=O)C21 (configuration not stated)	14	8	10	93	0.4	1.1	-1.7	0	-7	106
39	Cc1cccnc1NC(=O)c1ccc([N+](=O)[O-])o1	13	-8	8	91	-0.2	2.7	0.1	-1	3	98
40	COc1ccc(Cn2nnnc2C(c2cc3cc(C)cc(C)c3[nH]c2=O)N2CCOCC2)cc1 (configuration not stated)	4	-3	-15	100	-0.2	1	0.6	-4	7	91
41	C=C(C)c1cccc(C(C)(C)NC(=O)N2CC(C)OC(C)C2)c1 (configuration not stated)	0	-6	-4	103	-0.3	0.93	2.9	-4	-2	102
42	O=C(Nc1cnc2ccccc2c1)c1ccncc1	8	15	133	97	0.0	3.5*	-0.7	1	-32	130*
43	CCN(CC)S(=O)(=O)c1ccc(OC)c(NC(=O)c2cc3c(=O)n4ccccc4nc3s2)c1	1	-3	11	102	-0.1	1.2	1.0	1	2	98
44	COc1ccc(CCNC(=S)Nc2ccccc2C)cc1	9	0	-7	94	0.0	1.1	0.0	-2	2	98
45	Cc1nn(CC(=O)N2c3ccccc3NC(=O)C2(C)C)c(C)c1[N+](=O)[O-]	-6	6	-16	109	-0.3	1.2	3.1	-8	3	97
46	O=C(NCCN1CCOCC1)c1ccc2c(c1)ncn2C1CCCCC1	12	-6	4	96	-0.3	1.1	0.1	-3	-5	105
47	C/C=C/C=C/C(=O)OC(C)C(=O)Nc1cc([N+](=O)[O-])ccc1OC (configuration not stated)	-5	-2	-6	110	-0.1	1.1	-1.9	-7	6	93
48	O=C(NCc1ccco1)C(NS(=O)(=O)c1cccc2nsnc12)c1ccccc1 (configuration not stated)	-10	12	-9	113	0.2	1.3	-1.4	-4	-2	102
49	Cc1ccc(/C=C/C(=O)N2CCc3ccccc3C2)cc1	10	8	1	98	-0.1	2.1	0.7	0	-6	105
50	CCCC(=O)NC(c1ccc(OC)c(OC)c1)c1cc(Cl)c2cccnc2c1O (configuration not stated)	1	-2	-53	103	-0.3	0.95	-0.9	0	-3	101
51	O=c1[nH]c(=O)n(C2CCCO2)cc1F (configuration not stated)	3	-6	7	100	-0.3	1.1	-0.5	1	-11	110
52	CCN1CCN(c2ccc(NC(=O)c3ccccc3F)cc2Cl)CC1	8	-16	75	101	0.2	2.4	-0.8	-4	-37	132*
53	c1ccc2c(c1)CCN2CCN1CCc2ccccc21	-8	-1	-4	113	-0.3	0.92	0.6	-2	19	82
54	O=C(O)C1CCCN1C(=O)Oc1ccccc1 (configuration not stated)	13	-10	-2	94	-0.2	1.1	-0.6	-1	-1	101
55	O=C(C1CCN(S(=O)(=O)c2ccc3ccccc3c2)CC1)N1CCN(c2ncccn2)CC1	12	1	-6	92	-0.3	1	-0.1	x	4	97
56	CCCCNC(=O)C1CCC(CNS(=O)(=O)c2ccc(C)cc2)CC1 (configuration not stated)	10	-25	38	97	-0.4	0.95	-0.6	-2	10	90
57	COc1cc(C2Nc3ccc4ncccc4c3C3=C2C(=O)CCC3)cc(OC)c1OC (configuration not stated)	4	1	7	101	-0.3	1.4	-0.6	3	2	97
58	O=C(/C=C/c1ccccc1)N(c1ccccn1)C1CCCCC1	20	3	10	88	-0.4	0.84	0.5	-4	5	96
59	CCOc1ccc(/C=C2\SC(=O)N(CCNC(=O)C3COc4ccccc4O3)C2=O)cc1OC (configuration not stated)	-6	1	-11	103	-0.2	0.49	0.4	-7	-5	104
60	O=C(c1nc(-c2ccccc2)n(-c2ccccc2)n1)N1CCN(S(=O)(=O)c2ccccc2)CC1	0	-2	-9	103	-0.1	1.1	-1.6	-2	2	100

Additional compounds
item	structure	STAT3 inh	TLR4 MyD88 comp	APP 5'UTR act	STAT3 activator	Hsp70 activator	NF-kB expr up	DTT redox prof	Efa HMGR inh	STAT1 inh	STAT1 act
61	O=C(CC1Nc2ccccc2NC1=O)Nc1ccc2c(c1)OCO2 (configuration not stated)	14	4	31	90	-0.3	1.5	0.0	-2	-14	111
62	O=C(Nc1ccc(Cl)cn1)c1ccc(Br)c(S(=O)(=O)N2CCCCC2)c1	2	19	-1	101	-0.4	1.1	0.4	-3	-7	104
63	Cc1cccc(C)c1OCC(=O)NNC(=O)c1ccoc1C	10	1	8	93	-0.2	1.1	2.5	-5	-4	104
64	Clc1ccc(CONc2ncnc3nonc23)c(Cl)c1	10	-8	103	93	0.6	1.2	-1.4	-4	-11	109
65	COc1ccc(-c2ccnc3c(C(=O)O)cnn23)cc1	3	16	21	100	-0.3	1.1	0.6	3	-7	105
66	COC(=O)c1ccccc1NC(=O)CSc1nc(N)cc(=O)[nH]1	12	-11	19	93	-0.2	1.1	2.1	2	-10	107
67	COC(=O)C1=C(C)N(c2cccc3ccccc23)C(=O)C1	11	17	-2	94	0.1	1.4	0.5	3	0	100
68	CC(=O)c1c(C(C)=O)c(C)n(NC(=O)c2ccncc2)c1C	4	0	0	99	0.0	1.2	0.7	-3	-4	104
69	COC(=O)c1nnn(CC(=O)Nc2cc(Cl)ccc2C)c1C(=O)OC	-4	9	2	104	0.2	0.99	0.1	2	-3	100
70	Cc1ccc(CN(C(=O)CNC(=O)c2cccs2)C(C(=O)NCC2CCCO2)c2ccccc2)cc1 (configuration not stated)	6	3	0	100	0.0	0.5	-1.6	3	-7	106

Bioassay records (PubChem)
